From PubChem BioAssay
TSHR antag – human thyrotropin receptor antagonism | activity change, negative = inhibition, % at 11.5 µM | P16473 | TSHR-expressing cells, TSH-stimulated cAMP HTRF, 2 h; stronger effect = lower value | 0.2% of 330,000 active;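 active = activity change below a set negative limit, meaning inhibition stronger than a set level, cut at about -70% in these data; inconclusive = activity change between two set negative limits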; note: % is set by controls: 0 for no effect and ±100 for the full control effect
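Antagonism was scored as loss of TSH-driven cAMP in TSHR cells, stimulated with 4nM TSH (EC80) for 2 hours at 37 deg C and detected by homogeneous HTRF competition immunoassay.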
Tb PFK inh – inhibitors of T. brucei phosphofructokinase. O15648. T. brucei PFK, ADP-Glo luminescence. Potency, µM (doses to about 57.5 µM), for inactives: top-dose activity, negative = inhibition, actives largely listed as inhibitors. 0.17% of 330,000 active. AID 485367;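 note: potency is the fitted concentration of half-maximal effect; 0% = uninhibited 1x PFK enzyme wells and -100% = no-enzyme wells; nearly all actives have a fitted effect of over 60% in size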
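Luminescent ADP detection (ADP-Glo, two-step: ATP depletion then ADP-to-ATP conversion for luciferase) reported PFK activity after 45 min room-temperature reaction of 1.25 nM enzyme with 0.5 mM F6P and 0.1 mM ATP at pH 8.0.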
Chronic BCR inh – inhibitors of chronic active B-cell receptor signaling; ABC-DLBCL IkBa-CBG/CBR reporter, luminescence ratio, 4 h; Potency, µM (series often up to 46.1 µM), without a hit: at the highest dose ratio change, negative = lower green/red ratio, most hits filed as inhibitors; 0.05% of 340,000 active; active = well fitted inhibition curve with a large enough effect in the signal ratio, with a control signal flat, not every such curve was filed as active; inconclusive = small, poorly fitted or top-dose-only effect, or effect the other way, or a change in a side signal; the % refers to the signal ratio;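 note: potency is the fitted concentration of half-maximal effect; plate controls were basal doxycycline-induced cells for no effect and cells given 10 µM MG132 for full effect; MG132 reads +100%, hits lower the ratio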
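Compounds up to 46 uM were incubated four hours with TMD8 cells whose green CBG68 luciferase is fused to IkappaBalpha; red CBR luminescence normalised the signal, and concentration-effect curves were fitted to fusion, red and ratio data.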
A-T KAP1 phos – potential ataxia-telangiectasia treatments restoring KAP-1 phosphorylation. […] A-T fibroblasts, KAP-1 phosphorylation AlphaLISA; neocarzinostatin DNA damage 30 min before lysis. Potency, µM (highest dose often 57.5 µM), for the others: at the top dose activation, hits mostly activators. 0.19% of 320,000 active. AID 485349; note: potency is the fitted concentration of half-maximal effect; % of control where 0% means no effect; nearly all actives have a fitted effect of over 45% in size
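ATM-like activity read as KAP-1 phosphorylation via AlphaLISA donor/acceptor antibody pairs after lysis and 6 hr at 25C. Cells were ATM-null patient fibroblasts ([…], hTERT), dosed 60 min, then exposed to the DSB inducer NCS for 30 min.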
Mito fusion act – blocks mitochondrial division or promotes mitochondrial fusion | S. cerevisiae fusion-defective mutant growth rescue, CellTiterGlo 48 h | Potency, µM (top dose mostly 46.1 µM), for inactives: at the highest dose growth rescue (activation), usual class: activators | 0.23% of 320,000 active | AID 485298;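 note: potency is the fitted concentration of half-maximal effect; % of control where 0% means no effect; nearly all actives have a fitted effect of over 45% in size; temperature-sensitive fusion mutants such as fzo1-1 at 37 °C on non-fermentable ethanol glycerol medium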
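Temperature-sensitive fusion-defective S. cerevisiae (e.g. fzo1-1, mgm1-5) were grown with compound in YPEG medium (3% ethanol, 3% glycerol) for 48 hours at 37C. Growth rescue was measured as viability by CellTiterGlo luminescence after 10 minutes at ambient.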
ELG1 repair inh – blocks ELG1-dependent DNA repair in HEK293T cells. 2.3% of 330,000 active. AID 504467. Potency, µM (series often up to 46.1 µM), inactives show at the top dose activity change, negative = inhibition, usual class: inhibitors. HEK293T ELG1-luciferase reporter, luminescence, 16 h; DNA damage induced by 5-fluorouridine; note: potency is the fitted concentration of half-maximal effect; % is set by controls: 0 for no effect and ±100 for the full control effect; nearly all actives have a fitted effect of over 55% in size
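In this reporter screen, reduction of luminescence relative to DMSO vehicle indicated activity. Compounds and 5-fluorouridine were added together to 2,000 cells per well, incubated for 16 hr at 37 °C, then developed with ONE-Glo.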
S-ASM inh – human S-ASM enzyme inhibition. P17405. placental ASM, HMU-PC fluorogenic substrate, 60 min. Potency, µM (series often up to 57.5 µM), inactives show at the highest dose activity change, negative = inhibition, usual class: inhibitors. 0.006% of 340,000 active. AID 504937; note: potency is the fitted concentration of half-maximal effect
Target sequence (P17405 47-631 limits assumed): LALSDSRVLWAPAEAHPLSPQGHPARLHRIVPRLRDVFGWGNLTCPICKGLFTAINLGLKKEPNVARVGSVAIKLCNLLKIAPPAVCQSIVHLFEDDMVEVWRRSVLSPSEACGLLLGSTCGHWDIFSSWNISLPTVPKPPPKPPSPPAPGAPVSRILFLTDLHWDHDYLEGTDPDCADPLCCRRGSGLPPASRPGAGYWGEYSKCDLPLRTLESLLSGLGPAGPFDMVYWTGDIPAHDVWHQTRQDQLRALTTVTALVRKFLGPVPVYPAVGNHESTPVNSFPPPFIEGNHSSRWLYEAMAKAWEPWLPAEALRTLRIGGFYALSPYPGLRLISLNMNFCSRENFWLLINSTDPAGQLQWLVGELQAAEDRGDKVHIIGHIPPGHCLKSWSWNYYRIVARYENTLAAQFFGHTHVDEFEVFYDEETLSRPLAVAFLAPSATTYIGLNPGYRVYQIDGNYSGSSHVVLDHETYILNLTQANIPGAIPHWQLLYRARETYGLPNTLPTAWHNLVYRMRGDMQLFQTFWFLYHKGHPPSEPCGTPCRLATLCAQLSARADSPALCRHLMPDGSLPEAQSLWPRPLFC
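qHTS format. ASM enzyme prepared from human placenta hydrolyses the fluorogenic substrate HMU-PC0 (9 uM final) over 60 min at 37 °C after a 10 min compound preincubation.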
TCR act – activators of T cell receptors; primary human leukocytes, anti-CD3, IL-2 HTRF, 48 h; Potency, µM (doses to about 9.22 µM), without a hit: at the highest dose activation of IL-2 secretion, actives largely listed as activators; 330,000 tested, under 10 active; AID 504894; note: % of control where 0% means no effect
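Primary human leukocytes receive a-CD3 beads and test compound and are incubated 48 hr. Secreted IL-2 is then assayed by HTRF, measuring 665nm acceptor emission after 320nm excitation of the europium donor.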
Eya2 inh – Eya2 (human) phosphatase inhibition | AID 488837 | recombinant Eya2, OMFP fluorescence dephosphorylation (OMFP is methylfluorescein phosphate) | Potency, µM (top dose mostly 76.9 µM), inactives show at the highest dose activity, negative = inhibition, hits mostly inhibitors | 0.006% of 330,000 active; note: potency is the fitted concentration of half-maximal effect; % is set by controls: 0 for no effect and ±100 for the full control effect
Target sequence (O00167 whole entry, looked up): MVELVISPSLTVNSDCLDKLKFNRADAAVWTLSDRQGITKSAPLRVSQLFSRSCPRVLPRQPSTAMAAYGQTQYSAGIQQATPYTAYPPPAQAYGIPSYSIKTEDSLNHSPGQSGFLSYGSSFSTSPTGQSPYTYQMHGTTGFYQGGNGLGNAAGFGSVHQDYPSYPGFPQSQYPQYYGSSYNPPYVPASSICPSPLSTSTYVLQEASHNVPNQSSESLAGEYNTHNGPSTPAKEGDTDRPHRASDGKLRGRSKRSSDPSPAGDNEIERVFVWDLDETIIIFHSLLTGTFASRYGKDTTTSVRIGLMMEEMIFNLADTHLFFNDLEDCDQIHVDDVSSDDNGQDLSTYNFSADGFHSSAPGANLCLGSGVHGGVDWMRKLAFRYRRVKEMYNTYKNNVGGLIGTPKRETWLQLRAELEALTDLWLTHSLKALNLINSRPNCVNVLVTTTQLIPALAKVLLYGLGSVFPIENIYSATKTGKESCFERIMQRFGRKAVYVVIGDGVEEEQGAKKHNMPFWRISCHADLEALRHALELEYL
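Eya2 protein (added as 0.2 uM solution) was preincubated with compound for 10 min at ambient temperature in 50 mM HEPES pH 7.5, 50 mM NaCl, 5 uM MgCl2, 0.05% BSA, 1 mM DTT. OMFP (added at 50 uM) then reacted 10 min; fluorescence read at 485/525 nm.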
TSG101-PTAP inh – blocks PTAP/TSG101 interaction to inhibit HIV-1 budding. 340,000 tested, under 10 active. Fluorescence polarization, FITC-PTAP peptide / Tsg101 binding. Potency, µM (titrated, usually from 115 µM), without a hit: at the highest dose activity change, negative = inhibition, usual class: inhibitors. Q99816; active = well fitted inhibition curve with a large enough effect in the main read-out, with a control signal flat, not every such curve was filed as active; inconclusive = small, poorly fitted or top-dose-only effect, or effect the other way, or a change in a side signal; inactive = no such curve, though single readings can be large or run the other way; note: potency is the fitted concentration of half-maximal effect; % of control where 0% means no effect
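Fluorescence anisotropy tracks displacement of a FITC-tagged PTAP peptide (50 nM) from the Tsg101 binding domain (10 uM), following a 20 min room-temperature incubation at pH 7.5.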
a7 integrin act – activators of alpha7 integrin expression for muscular dystrophy. alpha7betagal myoblasts, beta-gal FDG fluorescence, 48 h. Potency, µM (titrated, usually from 38.3 µM), inactives show at the highest dose activation, hits mostly activators. 0.064% of 350,000 active. AID 624291;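 note: potency is the fitted concentration of half-maximal effect; 100% = response of the positive control SU9516; nearly all actives have a fitted effect of over 60% in size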
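Alpha7betagal+/- myoblasts (passage 13) were plated 16-24 hr, then exposed to compounds (1:260 dilution of DMSO stock) for 48 hours at 37C. After MPER lysis, β-galactosidase reporter activity was read as FDG fluorescence (ex 480/em 540) after 30 minutes.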
* marks the source's active call; other numbers are inactive results; [ ] = dose if it differs, or a comment. Unless noted, calls come from the whole dose curve; as a rule, active = well fitted curve in the direction sought with a large enough effect; inconclusive = small, poorly fitted or top-dose-only effect, or another doubt; inactive = no such curve, though single readings can be large; an effect the other way counts as inactive or inconclusive.

What do the screens show for `Cn1c(CCCOc2ccc(Cl)cc2Cl)nnc1SCC(=O)Nc1cccc(F)c1`?
TSHR antag: 1; Tb PFK inh: -12%; Chronic BCR inh: -9%; A-T KAP1 phos: -6%; Mito fusion act: 3%; ELG1 repair inh: inconclusive; S-ASM inh: -2%; TCR act: 1%[46.1 µM]; Eya2 inh: -15%; TSG101-PTAP inh: 1%; a7 integrin act: -21%

Results for O=C(/C=C/c1cccs1)c1cc(Cl)ccc1O ?
TSHR antag: -12; Tb PFK inh: 3%; Chronic BCR inh: -3%; A-T KAP1 phos: 4%; Mito fusion act: 17%; ELG1 repair inh: 0%; S-ASM inh: -8%; TCR act: -2%; Eya2 inh: inconclusive; TSG101-PTAP inh: -7%; a7 integrin act: -5%

How did COc1ccc(C2CC(c3ccccc3)=NN2S(=O)(=O)c2ccccc2)c(OC)c1 (stereo not given) do in these assays?
TSHR antag: -9; Tb PFK inh: 0%; Chronic BCR inh: inconclusive; A-T KAP1 phos: 0%; Mito fusion act: inconclusive; ELG1 repair inh: 13%; S-ASM inh: -2%; TCR act: 12%[46.1 µM]; Eya2 inh: 1%; TSG101-PTAP inh: -1%; a7 integrin act: 5%

How did COc1cccc(-c2nnc(SCC(=O)N(C(C)C)C(C)C)o2)c1 do in these assays?
TSHR antag: 6; Tb PFK inh: 0%; Chronic BCR inh: inconclusive; A-T KAP1 phos: 4%; Mito fusion act: 7%; ELG1 repair inh: 26%; S-ASM inh: 0%; TCR act: 1%; Eya2 inh: 4%; TSG101-PTAP inh: -6%; a7 integrin act: -15%

Results for Cn1c(=O)[nH]c(=O)c2c1nc(OC(=O)c1ccccc1)n2CC(O)COc1ccc(F)cc1 (stereo not given) ?
TSHR antag: -1; Tb PFK inh: 0%; Chronic BCR inh: 1%; A-T KAP1 phos: 1%; Mito fusion act: 3%; ELG1 repair inh: -2%; S-ASM inh: -1%; TCR act: -27%; Eya2 inh: 17%; TSG101-PTAP inh: -4%; a7 integrin act: 19%

What do the screens show for `COc1ccc(-c2noc(-c3ccc(Cl)cc3[N+](=O)[O-])n2)cc1OC`?
TSHR antag: 21; Tb PFK inh: -1%; Chronic BCR inh: -2%; A-T KAP1 phos: 23%; Mito fusion act: 0%; ELG1 repair inh: inconclusive; S-ASM inh: -4%; TCR act: 2%[46.1 µM]; Eya2 inh: -9%; TSG101-PTAP inh: -1%; a7 integrin act: inconclusive

What do the screens show for `Clc1ccc(OCCN2CCCCC2)cc1Cl`?
TSHR antag: 2; Tb PFK inh: -17%; Chronic BCR inh: 0%; A-T KAP1 phos: -1%; Mito fusion act: -1%; ELG1 repair inh: -6%; S-ASM inh: -2%; TCR act: -1%[46.1 µM]; Eya2 inh: -11%; TSG101-PTAP inh: -2%; a7 integrin act: -3%

Results for Cc1ccccc1NC(=O)c1ccc(S(=O)(=O)C(F)F)cc1 ?
TSHR antag: 3; Tb PFK inh: -1%; Chronic BCR inh: inconclusive; A-T KAP1 phos: 2%; Mito fusion act: 2%; ELG1 repair inh: 24%; S-ASM inh: 3%; TCR act: -4%[46.1 µM]; Eya2 inh: 2%; TSG101-PTAP inh: -1%; a7 integrin act: 6%

What do the screens show for `COc1cccc(-c2noc(C3CCCN(C(=O)Cc4ccccc4)C3)n2)c1` (stereo not given)?
TSHR antag: 4; Tb PFK inh: 24%; Chronic BCR inh: -3%; A-T KAP1 phos: 7%; Mito fusion act: 12%; ELG1 repair inh: inconclusive; S-ASM inh: -2%; TCR act: -4%; Eya2 inh: -3%; TSG101-PTAP inh: -2%; a7 integrin act: -25%

What do the screens show for `O=C(Nc1cccc(Cl)c1)OCc1ccccn1`?
TSHR antag: -8; Tb PFK inh: -14%; Chronic BCR inh: inconclusive; A-T KAP1 phos: 4%; Mito fusion act: -7%; ELG1 repair inh: inconclusive; S-ASM inh: 0%; TCR act: -3%; Eya2 inh: 18%; TSG101-PTAP inh: -4%; a7 integrin act: 15%

What do the screens show for `COc1ccc(C(CNC(=O)C(=O)Nc2ccc3c(c2)OCO3)N2CCN(C)CC2)cc1` (stereo not given)?
TSHR antag: 16; Tb PFK inh: 0%; Chronic BCR inh: -2%; A-T KAP1 phos: -9%; Mito fusion act: -3%; ELG1 repair inh: 18%; S-ASM inh: 3%; TCR act: -4%; Eya2 inh: -4%; TSG101-PTAP inh: -3%; a7 integrin act: 4%

What do the screens show for `CC(C)NC(=O)c1ccc(C2SCC(=O)N2Cc2ccccc2)cc1` (stereo not given)?
TSHR antag: 14; Tb PFK inh: -15%; Chronic BCR inh: -1%; A-T KAP1 phos: inconclusive; Mito fusion act: 8%; ELG1 repair inh: -20%; S-ASM inh: 1%; TCR act: 1%[46.1 µM]; Eya2 inh: -8%; TSG101-PTAP inh: 1%; a7 integrin act: -19%

Results for O=C(c1cccc2ccccc12)C1CCCN(C(=O)C2CCOCC2)C1 (stereo not given) ?
TSHR antag: -5; Tb PFK inh: 1%; Chronic BCR inh: inconclusive; A-T KAP1 phos: -9%; Mito fusion act: -1%; ELG1 repair inh: 17%; S-ASM inh: -4%; TCR act: 0%; Eya2 inh: inconclusive; TSG101-PTAP inh: -6%; a7 integrin act: 8%

How did CCN(CC(=O)NCc1cccs1)C(=O)COc1ccccc1C#N do in these assays?
TSHR antag: -1; Tb PFK inh: -9%; Chronic BCR inh: inconclusive; A-T KAP1 phos: -3%; Mito fusion act: -3%; ELG1 repair inh: inconclusive; S-ASM inh: 0%; TCR act: 8%; Eya2 inh: 5%; TSG101-PTAP inh: -3%; a7 integrin act: -5%

What do the screens show for `CN(C)CCOC(=O)C12CC3(C)CC(C)(CC(C)(C3)C1)C2`?
TSHR antag: 1; Tb PFK inh: 1%; Chronic BCR inh: inconclusive; A-T KAP1 phos: 2%; Mito fusion act: -2%; ELG1 repair inh: 3%; S-ASM inh: -2%; TCR act: -4%; Eya2 inh: 0%; TSG101-PTAP inh: -12%; a7 integrin act: 2%

What do the screens show for `CN(CCC#N)S(=O)(=O)c1ccc2[nH]cc(C(=O)NCCc3ccccc3)c(=O)c2c1`?
TSHR antag: -3; Tb PFK inh: 0%; Chronic BCR inh: inconclusive; A-T KAP1 phos: -2%; Mito fusion act: 4%; ELG1 repair inh: -25%; S-ASM inh: 1%; TCR act: 2%[46.1 µM]; Eya2 inh: 0%; TSG101-PTAP inh: 0%; a7 integrin act: 3%

What do the screens show for `Nc1sccc1C(=O)c1ccccc1`?
TSHR antag: 1; Tb PFK inh: 2%; Chronic BCR inh: 7%; A-T KAP1 phos: -3%; Mito fusion act: -2%; ELG1 repair inh: 7%; S-ASM inh: -2%; TCR act: 3%; Eya2 inh: 7%; TSG101-PTAP inh: -3%; a7 integrin act: -1%

What do the screens show for `O=C1c2cccc(OCC(=O)N3N=C(c4cccs4)CC3c3ccc(F)cc3)c2CCN1Cc1ccccc1` (stereo not given)?
TSHR antag: 1; Tb PFK inh: 0%; Chronic BCR inh: inconclusive; A-T KAP1 phos: -5%; Mito fusion act: -1%; ELG1 repair inh: -12%; S-ASM inh: 1%; TCR act: -5%[46.1 µM]; Eya2 inh: 4%; TSG101-PTAP inh: -4%; a7 integrin act: -18%

What do the screens show for `CCc1nc2ccc(C)cc2c(C(=O)Oc2cccc3cccnc23)c1C`?
TSHR antag: 31; Tb PFK inh: -3%; Chronic BCR inh: -18%; A-T KAP1 phos: 3%; Mito fusion act: -5%; ELG1 repair inh: inconclusive; S-ASM inh: 0%; TCR act: 4%; Eya2 inh: 0%; TSG101-PTAP inh: -4%; a7 integrin act: -8%

What do the screens show for `CCC(C)NC(=O)c1ccccc1-c1nc2ccccc2[nH]1` (stereo not given)?
TSHR antag: 6; Tb PFK inh: 0%; Chronic BCR inh: -18%; A-T KAP1 phos: -4%; Mito fusion act: 5%; ELG1 repair inh: 4%; S-ASM inh: 0%; TCR act: 2%; Eya2 inh: 7%; TSG101-PTAP inh: -1%; a7 integrin act: -5%

What do the screens show for `FC(F)(F)c1cccc(CN2CCSCC2)c1`?
TSHR antag: -1; Tb PFK inh: -2%; Chronic BCR inh: 3%; A-T KAP1 phos: 1%; Mito fusion act: 1%; ELG1 repair inh: -6%; S-ASM inh: 0%; TCR act: 0%; Eya2 inh: inconclusive; TSG101-PTAP inh: -4%; a7 integrin act: -19%

Hits appear at their usual frequency. Share with any hit: about 3.2%.
